Screening data as filed in PubChem.
yeast cln2 rad14 – NCI yeast anticancer drug screen, S. cerevisiae cln2 rad14 strain; % growth inhibition at 50 µM; 78,000 tested, 8.3% active;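 further: 0% = growth of vehicle-only cultures of the same strain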
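Strain: cln2 rad14 yeast, altered in cell cycle control and DNA damage repair. Read-out: growth inhibition vs vehicle.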
mlh1 rad18 – NCI yeast anticancer drug screen, S. cerevisiae mlh1 rad18 strain; growth inhibition, % at 50 µM; AID 175; 79,000 tested, 11% active;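 further: 0% = growth of vehicle-only cultures of the same strain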
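A repair-deficient yeast strain is exposed to test compound, and growth is scored relative to vehicle-treated controls.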
rad50 – NCI yeast anticancer drug screen, S. cerevisiae rad50 strain; % growth inhibition at 50 µM; 79,000 tested, 10% active; AID 155;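 further: 0% = growth of vehicle-only cultures of the same strain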
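Relative growth inhibition (compound vs vehicle) was measured in yeast with a defined repair-gene alteration.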
yeast bub3 – NCI yeast anticancer drug screen, S. cerevisiae bub3 mutant strain; % growth inhibition at 50 µM; 78,000 tested, 9.9% active; AID 167;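 further: 0% = growth of vehicle-only cultures of the same strain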
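In this screen, a yeast mutant lacking normal mitotic checkpoint function is challenged with compound. Relative growth versus vehicle gives the inhibition value.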
yeast sgs1 mgt1 – NCI yeast anticancer drug screen, S. cerevisiae sgs1 mgt1 strain; % growth inhibition at 50 µM; 78,000 tested, 10% active;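 further: 0% = growth of vehicle-only cultures of the same strain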
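Test agents were incubated with a DNA-repair-mutant yeast strain. Growth was then read and compared against vehicle-treated controls.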
mec2-1 – NCI yeast anticancer drug screen, S. cerevisiae mec2-1 strain. % growth inhibition at 50 µM. 79,000 tested, 9% active;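 further: 0% = growth of vehicle-only cultures of the same strain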
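Cells of the genetically defined mec2-1 yeast strain are incubated with test compound. Inhibition of growth is calculated against vehicle-treated controls.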
Numbers without * were called inactive; . = not tested or not shown; & = joins results of further samples. No stated cut-off is given here; in the data, active means growth inhibition above about 70%; inactive means the rest. This is a subset; the hit share may differ from the screen's.

#1 O=C1NC(=O)C(CCO)(c2ccccc2)C(=O)N1
#2 O=C(OCCl)c1ccccc1
#3 COc1cccc(/C=N/[N-]C(=O)c2ccncc2)c1[O-].[Ni+2].[OH3+]
#4 O=[N+]([O-])c1ccc(/C=C/C=C/c2ccc(Cl)cc2S(=O)(=O)F)c(Cl)c1
#5 C1=CC2C=CC(C=C1)P2c1ccccc1 (stereo not drawn)
#6 O=C(O)c1ccccc1.O=C(O)c1ccccc1.O=C(O)c1ccccc1.O=C(O)c1ccccc1.[Cu].[Cu]
#7 CCOC(=O)NC(=S)[S][Sb]([S]C(=S)NC(=O)OCC)[S]c1nc2ccc(N=Nc3ccc(NS(=O)(=O)c4ccc(NC(=O)C(N5CC5)(N5CC5)N5CC5)cc4)cc3)cc2s1
#8 O=C(O)CCCC(=O)CCCC(=O)O
assay / entry,1,2,3,4,5,6,7,8
yeast cln2 rad14,-6,46,18,-1,-4,4,99*,7
mlh1 rad18,-4,16,-14,11,39,17,99*,21
rad50,-22,4,-15,28,12,17,99*,0
yeast bub3,-12,-8,-12,8,-3,2,99*,25
yeast sgs1 mgt1,-4,14,-12,13,-4,11,99*,23
mec2-1,-13,-6,-4,-8,10,-10,100*,4

#9 CN(C)C[C@H](OS(C)(=O)=O)[C@H](CN(C)C)OS(C)(=O)=O
#10 CCCCSc1ccc(C(SCCN(CC)CC)c2ccccc2)cc1 (stereo not drawn)
#11 CCOP(=O)(OCC)Oc1cc(C)c(Cl)c(C)c1
#12 O=C(C[n+]1ccccc1)C1CCCC2CC3CCCCC3CC21 (stereo not drawn)
#13 NC(=NCCC(=O)O)N[N+](=O)[O-]
#14 CCN(CC)C(=O)N1CC2CCC(C1)N2C
#15 Oc1ccc(Cl)cc1Cl
#16 CCOC(=O)c1ccccc1N
assay / entry,9,10,11,12,13,14,15,16
yeast cln2 rad14,-20,100*,18,14,-11,-5,21,46
mlh1 rad18,6,100*,-8,38,-4,-10,2,-18
rad50,4,100*,10,2,6,-5,3,-3
yeast bub3,0,100*,17,22,8,-10,-8,8
yeast sgs1 mgt1,2,100*,4,30,-6,-7,36,-6
mec2-1,-10,100*,-17,18,-14,4,-7,1

#17 O=C(COc1ccc(Cl)c(Cl)c1)NCCc1cc[n+](Cc2ccc(S(=O)(=O)F)cc2)cc1
#18 CCN1C(=O)CC(=O)N(CC)C1=S
#19 O=C(Nc1ccccc1)N(C1=NCC(CI)S1)c1ccc(F)cc1F (stereo not drawn)
#20 COC(=O)/C=C/c1ccc(Cl)cc1
#21 c1cc2c(c(NC3=NCCN3)c1)CCCC2
#22 CNc1cc(Cl)c(C#N)c(Cl)c1
#23 CCOP(=O)(OCC)/C(C#N)=C/c1ccccc1O
#24 COc1ccc(OC)c(/C=C/[N+](=O)[O-])c1
assay / entry,17,18,19,20,21,22,23,24
yeast cln2 rad14,-24,12,8,-36,33,-39,-1,98*
mlh1 rad18,13,21,-40,-7,8,9,-52,99*
rad50,-6,24,18,-7,-12,-3,-17,99*
yeast bub3,0,8,3,-10,-10,-25,-43,99*
yeast sgs1 mgt1,-21,-9,-7,0,-7,-1,-29,99*
mec2-1,-9,-12,7,-2,-19,-3,-26,99*

#25 Br/C=C(\Br)C[N+]12CN3CN(CN(C3)C1)C2
#26 Clc1ccc(-c2cc(=[N+]3CC[N+](=c4cc(-c5ccc(Cl)cc5)ss4)CC3)ss2)cc1
#27 CCSc1nc(=[N+]2CCCC2)ss1
#28 C[As+](C)(C)c1ccc(Br)c([N+](=O)[O-])c1
#29 O=c1c2ccccc2[se]n1-c1cccnc1
#30 S=P(c1ccccc1)(N1CCOCC1)N1CCOCC1
#31 Oc1c(Cl)c(Cl)cc(Cl)c1Cl
#32 CCCCOS(C)(=O)=O
assay / entry,25,26,27,28,29,30,31,32
yeast cln2 rad14,-2,96*,82*,-13,16,-16,80*,6
mlh1 rad18,1,98*,97*,11,44,-2,62,29
rad50,-12,98*,98*,8,23,8,24,20
yeast bub3,-2,98*,89*,-1,-6,13,48,21
yeast sgs1 mgt1,-5,99*,99*,-6,8,8,61,22
mec2-1,-1,98*,98*,-1,-6,-10,69,-14

#33 O=S(=O)(c1ccc(N=NN2CCOCC2)cc1)N(CCCl)CCCl
#34 ClCCN(CCCl)c1ccc(/C=N\N=C\c2ccncc2)cc1
#35 Cc1cc(C)c(NC2=NCCS2)cc1C
#36 COc1ccc(NP(=S)(Nc2ccc(OC)cc2)c2ccccc2)cc1
#37 Cc1nc2ccccc2[se]1
#38 CC(=O)[O-].CC(=O)[O-].O=C(N/N=C/c1cc(Cl)cc(Cl)c1O)c1ccncc1.[Cu+2]
#39 CCCCN(CC)N=O
#40 c1ccc(P(CCP(c2ccccc2)c2ccccc2)CCP(c2ccccc2)c2ccccc2)cc1
assay / entry,33,34,35,36,37,38,39,40
yeast cln2 rad14,-5,-8,-11,68,4,51,-15,6
mlh1 rad18,-12,-2,21,29,-18,10,21,92*
rad50,11,4,36,55,-33,3,-40,92*
yeast bub3,3,1,18,68,36,-4,-2,93*
yeast sgs1 mgt1,4,6,31,50,-4,11,22,91*
mec2-1,9,-4,38,58,-32,3,-1,93*

#41 COC(=O)C[C@](O)(CCC(C)(C)O)C(=O)O[C@@H]1C(OC)=C[C@]23CCCN2CCc2cc4c(cc2[C@H]13)OCO4
#42 CCOP(=O)(O)OCC.[Y]
#43 Cc1ccc(SP(=S)(Sc2ccc(C)cc2)Sc2ccc(C)cc2)cc1
#44 O=P(N1CCOCC1)(N1CC1)N1CC1
#45 NC(=O)NC1(N)C(=O)NC(=O)NC1=O
#46 CCC[CH2][Sn]([I])([CH2]I)[CH2]CCC
#47 CC1(C)N=C(N)N=C(N)N1c1cccc(C(=O)Nc2ccc[n+](Cc3ccc(S(=O)(=O)F)cc3)c2)c1
#48 CC(=O)OC(C1CO1)C(OC(C)=O)C1CO1 (stereo not drawn)
assay / entry,41,42,43,44,45,46,47,48
yeast cln2 rad14,32,-17,-30,14,-31,99*,-9,-15
mlh1 rad18,16,11,10,35,-8,98*,4,-40
rad50,17,14,12,15,-41,98*,-7,3
yeast bub3,7,6,-12,9,-6,99*,-3,-4
yeast sgs1 mgt1,13,6,-4,0,-6,99*,11,-1
mec2-1,13,7,-66,-7,-20,99*,13,-8

#49 ClCc1ccc2ccccc2n1
#50 CC1(C)CC(O)CC(C)(C)N1O
#51 CCO[C@@H]([CH2][Hg][Cl])[C@](C)([CH2][Hg][Cl])OCC
#52 O=C1NC2C(=CC(O)C(O)C2O)c2cc3c(cc21)OCO3 (stereo not drawn)
#53 Cc1c(N)nc([C@H](CC(N)=O)NC[C@H](N)C(N)=O)nc1C(=O)N[C@H](C(=O)N[C@H](C)[C@@H](O)CC(=O)N[C@H](C(=O)NC(O[C@@H]1O[C@@H](C)[C@@H](N)[C@@H](O)[C@H]1O)C(O)c1nc(-c2nc(C(=O)NCCCCN)cs2)cs1)[C@@H](C)O)[C@@H](O[C@@H]1O[C@@H](CO)[C@@H](O)[C@H](O)[C@@H]1O[C@H]1O[C@H](CO)[C@@H](O)[C@H](OC(N)=O)[C@@H]1O)c1c[nH]cn1 (stereo partly drawn)
#54 COC(C)CCOC(=O)C(C)Cl (stereo not drawn)
#55 CN(C)CCNc1nc2c(no[n+]2[O-])c2ccccc12
#56 COc1cc(C2c3cc4c(cc3OC(NNS(=O)(=O)c3ccc(C)cc3)C2C)OCO4)cc(OC)c1O (stereo not drawn)
assay / entry,49,50,51,52,53,54,55,56
yeast cln2 rad14,3&8,22,99*,47,90*,8,-13,0
mlh1 rad18,5&10,16,99*,37,90*,-16,-20,2
rad50,12&19,22,99*,30,92*,-2,-29,-4
yeast bub3,-8&-18,20,99*,39,93*,5,3,-12
yeast sgs1 mgt1,8&-4,37,99*,36,93*,1,-14,-16
mec2-1,0&-9,16,100*,44,93*,-8,-25,-8

Full records as entered above. Screens in order: yeast cln2 rad14 | mlh1 rad18 | rad50 | yeast bub3 | yeast sgs1 mgt1 | mec2-1
Results for c1cc2c(c(NC3=NCCN3)c1)CCCC2 = 33 | 8 | -12 | -10 | -7 | -19
Results for Oc1c(Cl)c(Cl)cc(Cl)c1Cl = 80* | 62 | 24 | 48 | 61 | 69
Results for CC(=O)[O-].CC(=O)[O-].O=C(N/N=C/c1cc(Cl)cc(Cl)c1O)c1ccncc1.[Cu+2] = 51 | 10 | 3 | -4 | 11 | 3
Results for S=P(c1ccccc1)(N1CCOCC1)N1CCOCC1 = -16 | -2 | 8 | 13 | 8 | -10
Results for CCO[C@@H]([CH2][Hg][Cl])[C@](C)([CH2][Hg][Cl])OCC = 99* | 99* | 99* | 99* | 99* | 100*

(listing goes on)
#57 c1ccc(NC2CCN(C3(c4ccccc4)CCCCC3)CC2)cc1
#58 Cc1cc(NC(=O)CCc2ccc(N3C(N)=NC(N)=NC3(C)C)cc2Cl)ccc1S(=O)(=O)F
#59 C[CH2][Sn]1([CH2]C)[O]C2C(OC)OC3COC(c4ccccc4)OC3C2[O]1 (stereo not drawn)
#60 C=Cc1cc(OC)c2c(c1)c(=O)oc1c2cc(OC)c2c(O)ccc(C3OC(C(C)O)C(O)C3O)c21 (stereo not drawn)
#61 CCCCCCCCCCCCCCCCS(=O)(=O)c1ccc(S(=O)(=O)F)cc1NC(=O)C(F)(F)F
#62 CCOC(=O)C[N+]12CCC34c5cc(OC)c(OC)cc5N5C(=O)CC6OCC=C(C1)C(CC32)C6C54 (stereo not drawn)
#63 [N-]=[N+]=Nc1nnc(CCCCc2nnc(N=[N+]=[N-])o2)o1
#64 COc1cccc(C(=O)CBr)c1
assay / entry,57,58,59,60,61,62,63,64
yeast cln2 rad14,-46,5,-21,90*,24,12,7,14
mlh1 rad18,-8,83*,-16,89*,8,0,26,29
rad50,-18,72*,18,88*,-22,-5,32,34
yeast bub3,-2,54,72*,90*,13,-5,3,-2
yeast sgs1 mgt1,-7,95*,-10,89*,-4,-18,1,17
mec2-1,-7,94*,61,92*,-10,17,3,6

#65 CCC1(CC(C)(C)Cl)C(=O)NC(=O)NC1=O
#66 CCc1ccc2c(c1)N(CCCN(CCCl)CCCl)c1ccccc1S2
#67 CCCCCC1(CCSC(=S)OC)C(=O)NC(=O)NC1=O
#68 Cn1cc(/C=C/[N+](=O)[O-])c2ccccc21
#69 C1CC[N-]CC1.CC(=N\O)/C(C)=N/O.CC(=N\O)/C(C)=N/O.[CH2-]Cl.[Co+2]
#70 O=[N+]([O-])C(Br)(Br)CCC(Br)(Br)[N+](=O)[O-]
#71 CN(C)c1cc(C(C)(C)C)nc(C(C)(C)C)c1
#72 CCC[As](CCC)SC1CCC2(C)C(=CCC3C4CCC(=O)C4(C)CCC32)C1 (stereo not drawn)
assay / entry,65,66,67,68,69,70,71,72
yeast cln2 rad14,-31,97*,-44,96*,-32,81*,-6&1,35
mlh1 rad18,-20,99*,5,97*,28,100*,10&9,88*
rad50,-5,98*,50,97*,5,100*,3&8,50
yeast bub3,3,98*,8,98*,20,100*,-5&0,17
yeast sgs1 mgt1,-21,99*,7,98*,14,52,5&9,82*
mec2-1,-8,99*,-7,97*,15,100*,-2&-1,3

#73 Oc1cccnc1[Se]
#74 CCC(C)C1(CCc2ccccc2)C(=O)NC(=O)NC1=O (stereo not drawn)
#75 O=C(Cc1nc2ccccc2c(=O)n1-c1c(Cl)cccc1Cl)c1ccncc1
#76 Cc1cc(C)n(SC(Cl)(Cl)Cl)n1
#77 C[CH2][Pb]([CH2]C)([CH2]C)[n]1ccnc1
#78 CC(=O)C1(C)CCOC1=O (stereo not drawn)
#79 CCOC(=O)C(C[Si](C)(C)C)P(=O)(OCC)OCC (stereo not drawn)
#80 COc1ccccc1CC(C)N (stereo not drawn)
assay / entry,73,74,75,76,77,78,79,80
yeast cln2 rad14,99*,-31,-26,-5,-29,-17,-29,16
mlh1 rad18,98*,-1,19,-14,-9,-25,-33,16
rad50,99*,-3,2,-12,-23,-11,-25,1
yeast bub3,99*,10,-3,7,-1,-30,-27,16
yeast sgs1 mgt1,95*,4,7,-15,-12,-23,-58,8
mec2-1,97*,-15,8,28,-7,-17,-22,-6

#81 COC1C(OC(=O)/C=C/C=C/C=C/C=C\C(=O)O)CCC2(CO2)C1C1(C)OC1CC=C(C)C (stereo not drawn)
#82 O=c1c2ccccc2oc2ccccc12
#83 CCC1(O)C(=O)OCc2c1cc1n(c2=O)Cc2cc3ccc(C=O)cc3nc2-1 (stereo not drawn)
#84 CC1CCN(CCC(=O)CC(c2ccccc2)c2c(O)c3ccccc3oc2=O)CC1 (stereo not drawn)
#85 N#CC/C=C\CC#N
assay / entry,81,82,83,84,85
yeast cln2 rad14,1,18,2,90*,-1
mlh1 rad18,24,16,.,88*,-8
rad50,10,35,40,87*,3
yeast bub3,-9,14,-25,88*,6
yeast sgs1 mgt1,-19,-9,-18,88*,-11
mec2-1,-1,4,19,84*,-10
